# FBA Mtb inh: inhibits M. tuberculosis FBA enzyme; 2.3% of 360,000 active; inhibition, % at 1 µM; purified M. tuberculosis FBA, fluorescence read-out; AID 588726; P9WQA3; in the data active = inhibition above about 27%;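 note: 0% = vehicle and 100% = reference inhibitor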
# Target sequence (P9WQA3 whole entry, looked up): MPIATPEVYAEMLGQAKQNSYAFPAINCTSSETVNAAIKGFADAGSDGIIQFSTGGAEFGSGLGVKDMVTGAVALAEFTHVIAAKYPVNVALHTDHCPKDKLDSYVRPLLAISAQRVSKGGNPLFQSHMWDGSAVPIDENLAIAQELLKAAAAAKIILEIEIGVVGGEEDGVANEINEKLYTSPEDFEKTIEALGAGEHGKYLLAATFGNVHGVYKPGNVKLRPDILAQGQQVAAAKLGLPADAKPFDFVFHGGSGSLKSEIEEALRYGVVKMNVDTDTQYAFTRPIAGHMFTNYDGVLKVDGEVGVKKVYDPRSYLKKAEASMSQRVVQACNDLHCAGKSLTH
# MazF activator: MazEF (E. coli) toxin RNase activation; P0AE70; AID 504720; FAM/BHQ RNA-DNA oligo cleavage fluorescence, 5 h; 0.32% of 350,000 active; activation, % at 20 µM; in the data active = activation above about 50%
# Target sequence (P0AE70 whole entry, looked up): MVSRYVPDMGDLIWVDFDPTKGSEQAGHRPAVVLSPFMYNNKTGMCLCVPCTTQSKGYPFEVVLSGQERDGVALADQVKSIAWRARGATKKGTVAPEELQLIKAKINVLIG
# Rv3671c protease: Rv3671c (M. tuberculosis) protease inhibition | inhibition, % at 5.96 µM | 0.048% of 320,000 active | AID 2606 | P9WHR9; in the data active = inhibition above about 38%;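 note: extracellular domain of Rv3671c used as enzyme; 0% = enzyme with DMSO and 100% = no enzyme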
# Target sequence (P9WHR9 whole entry, looked up, the tested form may be a part): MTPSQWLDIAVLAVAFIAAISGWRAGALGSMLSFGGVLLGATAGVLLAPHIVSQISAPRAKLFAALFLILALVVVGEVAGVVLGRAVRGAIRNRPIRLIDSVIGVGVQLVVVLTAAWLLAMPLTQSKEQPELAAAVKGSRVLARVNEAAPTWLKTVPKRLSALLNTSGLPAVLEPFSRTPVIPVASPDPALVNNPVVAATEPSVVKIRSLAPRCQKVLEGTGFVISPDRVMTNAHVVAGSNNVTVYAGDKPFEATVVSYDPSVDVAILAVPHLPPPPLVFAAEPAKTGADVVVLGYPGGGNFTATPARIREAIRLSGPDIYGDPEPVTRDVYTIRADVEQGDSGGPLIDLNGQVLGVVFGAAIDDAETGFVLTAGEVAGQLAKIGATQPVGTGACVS
# BioA inh: BioA (M. tuberculosis) enzyme inhibition; purified M. tuberculosis BioA enzyme, plate reader; inhibition, % at 9.99 µM; 0.096% of 360,000 active; in the data active = inhibition above about 40%; inconclusive = no clear call, values can overlap the other calls
# BoNT F protease: blocks Botulinum neurotoxin F light chain protease; Multiplex microsphere protease cleavage assay, flow cytometry; inhibition, % at 10 µM; 0.22% of 360,000 active; AID 588497; in the data active = inhibition above about 35%, passing the limit was not always enough; inconclusive = no clear call, values can overlap the other calls; note: plate controls were buffer without enzyme for full effect and enzyme alone for no effect
# FadD28 binding: blocks FadD28 binding to the bisubstrate probe; fluorescence polarization; inhibition, % at 12.5 µM; 0.22% of 360,000 active; AID 588549; in the data active = inhibition above about 8.5%, passing the limit was not always enough; inconclusive = no clear call, values can overlap the other calls
# Mtb UGM inh: inhibitors of M. tuberculosis UDP-galactopyranose mutase; P9WIQ1; inhibition, % at 10 µM; purified UGM, fluorescence polarization probe displacement; AID 504406; 0.06% of 320,000 active; in the data active = inhibition above about 10%, passing the limit was not always enough; inconclusive = no clear call, values can overlap the other calls
# GDH-TPI inh: counter-screen for M. tuberculosis FBA inhibitors: GDH-TPI coupled enzymes | GDH-TPI coupled enzyme counterscreen, NADH absorbance | 1.2% of 360,000 active | AID 588335 | inhibition, % at 4.8 µM;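 note: 0% = DMSO wells and 100% = wells lacking the enzyme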
# DUSP3 inh: DUSP3 (human) phosphatase inhibition; P51452; recombinant VHR phosphatase, pNPP absorbance; inhibition, % at 13.3 µM; 0.52% of 290,000 active; in the data active = inhibition above about 50%; note: some compounds called inactive have numbers as strong as hits
# Target sequence (P51452 whole entry, looked up): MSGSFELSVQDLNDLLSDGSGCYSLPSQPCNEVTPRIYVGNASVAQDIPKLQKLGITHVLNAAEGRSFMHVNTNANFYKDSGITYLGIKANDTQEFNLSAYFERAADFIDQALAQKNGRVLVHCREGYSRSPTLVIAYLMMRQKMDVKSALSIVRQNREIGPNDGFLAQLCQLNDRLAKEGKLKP
# CCHFV vOTU inh: blocks the CCHF virus ovarian tumor domain protease | 0.55% of 370,000 active | AID 651958 | inhibition, % at 11.5 µM | CCHFV vOTU protease, Pep-AMC fluorescence; note: 0% = vehicle wells with enzyme and 100% = no enzyme wells
# Starred values were filed as active, the others as inactive; ? = inconclusive; . = not tested or not shown; + = active, no number; & = joins results of further samples. Cut-off read from the data, not from the text of the source, unless noted: active = inhibition above about 30%; inactive = the rest. No enrichment for hits; 4.9% or so of the library scored in one or more.
SMILES,FBA Mtb inh,MazF activator,Rv3671c protease,BioA inh,BoNT F protease,FadD28 binding,Mtb UGM inh,GDH-TPI inh,DUSP3 inh,CCHFV vOTU inh
CC(C)(C)CN1CCN(Cc2c[nH]c3ccccc23)CC1CCO (stereo not drawn),3,0,.,-0.5,?,-1.4,7.4,20,70,-14
O=C(CNC(=O)c1ccccc1)Nc1ccsc1C(=O)O,1,7,-4,2.3,-4,-4.5,2.5,-8,5,1
O=C(CCC(=O)N(CC(=O)NC1CCCCC1)c1ccc2c(c1)OCO2)Nc1ccccn1,0,-13,7,-1.6,-14,-1.0,0.6,15,17,-2
COc1ccc(CNC(=O)C2CCCN2S(=O)(=O)c2ccc(F)cc2)cc1 (stereo not drawn),3,7,-8,.,-3,-3.2,-4.2,-2,40,8
COc1cc(CC(=O)Nc2sccc2C(N)=O)cc(OC)c1OC,-6,-12,-8,-0.6,0,-6.5,3.6,10,32,3
COc1ccc(/C(O)=C2\C(=O)C(=O)N(CCN3CCOCC3)C2c2ccccc2OC)cc1 (stereo not drawn),0,4,.,.,0,-1.8,.,5,8,-2
CC(=O)N1CCN(c2ccc(NC(=O)c3ccc(C)cc3)cc2)CC1,1,5,-2,.,1,-4.5,0.1,-9,20,16
CN(C)CC1CCCCC1OC(=O)c1ccc(Br)cc1 (stereo not drawn),-4,8,2,.,-1,-2.8,2.4,-2,7,0
Cc1cn([C@H]2C[C@H](O)[C@@H](CNCc3cccc(OC4CCCC4)c3)O2)c(=O)[nH]c1=O,1,2,.,0.4,0,-3.1,.,-8,.,12
O=C(Cn1ccc2cc(S(=O)(=O)N3CCCC3)ccc21)NCCc1ccccc1,8,-2,-5,-1.7,1,-0.4,-2.8,-7,48,-7
Cc1ccc(OCCNC(=O)c2cccc(S(=O)(=O)N3CCN(C)CC3)c2)cc1,5,5,-7,0.4,-2,.,-3.2,0,.,13
O=C(c1cc(Cl)nc2ccccc12)N(Cc1nnc(-c2ccc(Cl)cc2)o1)C1CC1,2,-4,-2,.,2,-12,3.7,2,.,2
O=C(COC(=O)c1ccc2c(c1)OCO2)Nc1ncc(Cl)cc1Cl,7,1,2,.,-3,-2.6,-2.2,3,8,-6
COc1cccc(Nc2nc(N)nc(C(F)(F)F)n2)c1,0,-1,-2,1.8,?,-2.8,3.1,3,8,1
CCc1cc2ccc(C)c(C)c2nc1SCC(=O)NNC(=O)c1ccco1,1,-2,-7,.,-10,.,-0.7,-4,12,6
O=[N+]([O-])c1ccc(/C=N\N2CCN(c3ccc(Cl)cc3)CC2)cc1,-2,2,-4,-0.3,?,-4.3,2.6,-7,21,9
COc1ccc(-n2nnc3c(SC(C(C)=O)C(=O)N(C)C)ncnc32)cc1 (stereo not drawn),-2,5,-1,2.9,24,-0.7,-2.2,32*,1,15
CCc1noc(C)c1C(=O)NC1CC(C)(C)Cc2c1cnn2-c1ccccc1 (stereo not drawn),5,.,-4,0.9,-7,-0.9,-2.1,2,34,-11
Cc1nn(CCO)c2ncc(C(=O)c3cc(Cl)ccc3O)cc12,-1,10,1,1.2,-5,-2.8,1.5,3,5,4
O=C(O)Cc1ccc(-c2ccccc2)cc1,-1,6,8,0.7,-7,-3.5,.,-5,9,-5
O=S(=O)(c1ccccc1)N(CC(O)CN1CCOCC1)c1ccccc1 (stereo not drawn),-1,7,0,2.1,4,0.2,-1.5,1,3,16
CCS(=O)(=O)N1N=C(c2cccs2)CC1c1cc2cc(C)ccc2nc1Cl (stereo not drawn),1,0,-10,-3.4,-1,-1.8,-4.0,5,8,2
CC(C)(C)c1ccc(C(=O)O)c(C(=O)c2ccc(C(=O)O)cc2)c1,-1,-16,0,0.0,-5,-1.4,-1.4,24,-8,-8
Cc1cc(N2CCOCC2)nc(NCc2ccccc2)n1,2,0,3,-0.7,-4,-3.0,-1.8,-1,15,11
O=C(Cc1ccc(Br)cc1)Nc1ccccc1Cl,0,12,-9,5.0,-4,-3.7,2.2,8,-7,-4

# Compound profiles, as listed above.
# CCc1cc2ccc(C)c(C)c2nc1SCC(=O)NNC(=O)c1ccco1 as listed: FBA Mtb inh: 1; MazF activator: -2; Rv3671c protease: -7; BioA inh: .; BoNT F protease: -10; FadD28 binding: .; Mtb UGM inh: -0.7; GDH-TPI inh: -4; DUSP3 inh: 12; CCHFV vOTU inh: 6
# CCS(=O)(=O)N1N=C(c2cccs2)CC1c1cc2cc(C)ccc2nc1Cl (stereo not drawn) as listed: FBA Mtb inh: 1; MazF activator: 0; Rv3671c protease: -10; BioA inh: -3.4; BoNT F protease: -1; FadD28 binding: -1.8; Mtb UGM inh: -4.0; GDH-TPI inh: 5; DUSP3 inh: 8; CCHFV vOTU inh: 2

# The list goes on:
SMILES,FBA Mtb inh,MazF activator,Rv3671c protease,BioA inh,BoNT F protease,FadD28 binding,Mtb UGM inh,GDH-TPI inh,DUSP3 inh,CCHFV vOTU inh
O=C1C(=O)N(CC(=O)N2CCCC2)c2ccccc21,0,8,-3,.,-1,-0.4,-3.1,-6,16,2
Cn1nccc1-c1coc2c(C(=O)N3CCOCC3)cccc12,1,.,.,-0.2,-3,-1.5,.,8,.,-4
Cc1ccc(C(=O)Nc2ccc(N3CCCCC3)cc2)cc1,2,10,8,-1.5,-12,-1.5,2.0,12,.,11
Cc1nc2ccc(NS(=O)(=O)c3ccc(F)c(F)c3)cc2s1,4,-15,2,0.2,-4,-0.5,0.4,14,.,6
Cc1cc(Nc2ccccc2)nc(-c2ccccc2O)n1,-2,3,-6,0.9,-11,-3.9,0.1,14,12,19
COc1cc(S(=O)(=O)NCCN2CCOCC2)c(OC)cc1Cl,-10,1,2,0.4,-9,-1.6,-1.0,3,-11,19
Cc1ccc(/C=C2\C(=O)ON=C2c2ccccc2)o1,1,5,1,.,3,-0.1,-1.6,13,6,-2
CCOC(=O)N1CCN(C(=O)c2ccc(S(=O)(=O)c3ccc(C)cc3)c(NC(C)=O)c2)CC1,5,1,-2,.,3,-3.8,0.4,-9,22,-11
c1ccc(-c2csc3ncnc(N4CCN(Cc5ccc6c(c5)OCO6)CC4)c23)cc1,3,-4,-2,0.3,-2,-0.6,0.9,9,.,-15
CCOC(=O)c1sc2nc(N3CCCC3)c3c(c2c1N)CC(C)(C)OC3,11,13,7,-1.6,-1,-1.1,-0.4,29,23,-5
Cc1ccc(C)c(NC(=O)CN(C)C(=O)c2ccc(COc3ccccc3)cc2)c1,-3,-16,.,-1.3,0,-2.4,.,7,.,19
Cc1cccc(N=C2CSC(=O)N2)c1,0,3,2,2.1,-1,-3.7,-3.7,-13,19,-1
COCCN(Cc1cn[nH]c1-c1ccc2cc(OC)ccc2c1)C(C)C,1,2,.,0.8,?,-3.7,3.3,1,12,-10
O=C(Nc1nc2c(cc3c4c(cccc42)CC3)s1)c1ccccc1Cl,9,-3,-15,.,-4,-2.0,1.8,16,8,0
CCOC(=O)C1CCN(C2=C(NS(=O)(=O)c3ccc(Br)cc3)C(=O)c3ccccc3C2=O)CC1,-1,-19,-43,1.8,2,1.4,2.5,4,18,45*
COc1cc(CCC(=O)O)on1,1,-1,4,1.0,62*,-1.7,-3.3,8,15,4
CC(C)C1C(=O)N(Cc2cn(CCC3OCCCO3)nn2)CCS(=O)(=O)N1Cc1ccc(-c2ccc(F)nc2)cc1 (stereo not drawn),3,7,.,-2.0,0,-3.8,.,-4,.,10
CC1CCCC(NC(=O)CSc2ncccn2)C1C (stereo not drawn),4,-3,0,-2.4,6,-0.8,-0.9,19,.,2
COc1ccc(/C(O)=C2/C(=O)C(=O)N(CC3CCCO3)C2c2cccc(OC)c2)cc1 (stereo not drawn),-3,1,3,-0.1,-2,-1.3,1.1,20,-18,-2
O=C(Oc1cccc(Nc2ncnc3ccccc23)c1)c1ccccc1Cl,4,-11,-142,-1.3,13,-3.9,2.8,18,-1,-1
CCc1nnc(NC(=O)c2ccc(S(=O)(=O)N3CCN(Cc4ccccc4)CC3)cc2)s1,1,-4,-2,-0.7,-9,-0.9,-0.2,15,-2,13
CCNC(=O)C1(C)CCCN(C(=O)c2cc(-c3ccccc3)cs2)C1 (stereo not drawn),0,.,.,-0.5,4,-2.2,.,-2,.,-3
CCC1=NN2C(=N)/C(=C\c3cccn3-c3c(C)cccc3C)C(=O)N=C2S1,5,-6,-8,-1.4,4,?,-0.8,44*,10,17
Cc1noc(C)c1S(=O)(=O)Nc1ccc2c(c1)C(=O)N([C@H](C)CO)C[C@H](C)[C@@H](CN(C)S(=O)(=O)c1ccccc1)O2,2,5,4,-2.0&0.4,-4,-0.6,-1.8,4,.,0
O=C(NCCN1CCOCC1)c1ccc2c(c1)N(Cc1ccccc1F)C(=O)c1ccccc1S2,-1,-3,-12,-0.1,-14,-3.7,-2.4,6,-28,-11
SMILES,FBA Mtb inh,MazF activator,Rv3671c protease,BioA inh,BoNT F protease,FadD28 binding,Mtb UGM inh,GDH-TPI inh,DUSP3 inh,CCHFV vOTU inh
O=C(CN1CCN(Cc2ccccc2)CC1)NCCc1ccccc1,0,-4,3,0.1,5,-3.1,1.4,1,-6,8
Cc1ccc(S(=O)(=O)NC(CC(=O)NCC2CCCO2)c2ccco2)cc1 (stereo not drawn),2,-5,1,.,-13,-2.9,-1.1,-2,-4,1
Cc1cc(-c2ccc(C)c(S(=O)(=O)N3CCN(c4ccc(F)cc4)CC3)c2)on1,1,-5,7,-1.4,-6,-3.0,1.5,-4,18,0
Cc1noc(C)c1CSc1nc2[nH]ncc2c(=O)n1-c1ccccc1,1,-3,6,11,8,0.4,0.0,-4,13,3
CN(CC(O)COCc1ccccc1F)C1CCCCC1 (stereo not drawn),-1,-16,4,3.7,0,-0.8,1.9,21,15,-5
COc1ccc2c(CC(=O)NNC(=O)c3ccc(O)cc3)coc2c1,-3,0,-4,-1.7,-18,-1.2,-1.3,6,.,-9
COc1ccc(NC(=O)C2CCCN(C(=O)Nc3ccc(F)cc3)C2)cc1OC (stereo not drawn),2,-1,-13,6.3,-18,-2.7,-2.1,6,36,-1
CCNC(=O)c1ccccc1CCc1ccccc1,3,-2,10,-2.5,-1,-1.4,1.6,-5,38,10
CN(CC(O)COc1ccc(S(=O)(=O)N2CCOCC2)cc1Cl)C1CCCCC1 (stereo not drawn),-5,3,4,0.3,4,-2.5,6.2,-2,25,-2
Cn1nc(C(=O)N2CCc3ccccc32)c2ccccc2c1=O,1,0,2,.,-1,-3.5,-0.2,2,5,3
CC(CCc1ccccc1)NC(=O)C(=O)N1CCOCC1 (stereo not drawn),2,6,-11,.,-4,-2.4,1.1,-7,11,-1
COc1ccc(NC(=O)C2(C)CCN2Cc2cccc(OC)c2OC)cc1OC (stereo not drawn),1,.,.,-0.4,-4,0.2,.,7,.,-1
Cc1cc(N2CCN(C)CC2)nc2ccc(NC(=S)NCCCN3CCc4ccccc4C3)cc12,9,14,-2,0.5,-18,-3.7,0.0,11,17,-1
COc1cccc(C(=O)Nc2cc(-c3cn4cccnc4n3)ccc2C)c1,+,1,-1,0.8,2,-3.0,-2.6,16,14,-296
C=CCNc1nc(N2CCOCC2)nc(N2CCOCC2)n1,-1,-3,6,-4.8,-4,0.8,-2.2,3,13,-6
O=S(=O)(/N=C(/Nc1cccc2ccccc12)c1ccccc1)c1cccs1,1,-6,-1,-1.4,-3,-1.9,0.3,-4,-22,-6
O=C(CN1CCN(S(=O)(=O)c2ccccc2)CC1)Nc1ccccc1C(=O)c1ccccc1,0,3,-13,-1.5,-8,-4.0,2.5,3,-5,-3
Cc1ccc(N2C(=O)c3cccc4cccc(c34)C2=O)cc1,0,-21,3,-0.6,0,0.5,-1.4,-1,18,-9
CCN(c1ccccc1)S(=O)(=O)c1ccc(C(=O)Nc2ccccn2)cc1,2,-15,-2,3.3,5,-0.2,-0.5,3,.,-1
O=C1Nc2ccccc2C1=Nc1ccccc1-c1ccccc1,7,7,.,.,-3,-3.8,.,2,.,9

# Taken from above.
# `Cn1nc(C(=O)N2CCc3ccccc32)c2ccccc2c1=O` @ FadD28 binding = -3.5
# `CC(CCc1ccccc1)NC(=O)C(=O)N1CCOCC1` (stereo not drawn) @ FadD28 binding = -2.4
# `O=C(CN1CCN(Cc2ccccc2)CC1)NCCc1ccccc1` @ MazF activator = -4
